# Lipid storage S3 – qHTS Assay for Lipid Storage Modulators in Drosophila S3 Cells; Drosophila S3 cells, BODIPY lipid droplet fluorescence, 18-24 h; cells fed with added oleic acid; Potency in µM for hits, for the others lipid storage change, negative = inhibition, % at the top dose, mostly 46.1 µM; 320,000 tested, 0.64% active; AID 2685, 2010; active = well fitted inhibition curve with a large enough effect in the signal ratio, with a control signal flat, not every such curve was filed as active; inconclusive = small, poorly fitted or top-dose-only effect, or effect the other way, or a change in a side signal; the % refers to the signal ratio
#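 Drosophila S3 cells loaded with oleic acid (400 uM, as added) and compounds at several concentrations; lipid droplets imaged by 488-nm laser-scanning cytometry, 500–530 nm intensity and object ratio to cell channel. Percent activity normalized to 20 uM Triacsin C.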
# Lipid storage S3 cell count max – recorded beside Lipid storage S3, whose call it bears; cell number change, %; measured here: cell count max response;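 cells counted by Cell Tracker Red CMTPX staining in the red channel; peak over a dose series mostly up to 46.1 µM; percent activity relative to internal control wells on each plate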
# The depositor's hits bear a star; i = inactive; u = inconclusive; x = not tested or not shown; [ ] = another dose, or the depositor's remark. % is scaled to controls: 0 for no effect and ±100 for the full control effect; potency is read from the fitted curve at half-maximal effect. Only part of the results is shown, so the mix of outcomes need not match the whole.
# Values run as follows: Lipid storage S3 | Lipid storage S3 cell count max
COC(=O)CCC(=O)OC1(C)C(=O)C=C2C=C(C3CC3)N(Cc3ccco3)C=C2C1=O (stereo not given)
  9.7% | 10.8
COc1ccc(C(=O)NCc2nnc(SCC(=O)N3CCCCC3)o2)cc1OC
  u | x
CC(=O)c1cccc(NC(=O)CCc2nnc3ccc(N4CCOCC4)nn23)c1
  i | -14.1
O=[N+]([O-])c1c(NCCCO)cc(SCc2ccco2)c2nonc12
  u | x
COc1ccc(S(=O)(=O)NCC2CCC(C(=O)O)CC2)cc1 (stereo not given)
  5.1% | 20.9
O=C(NC1CCN(C(=O)Nc2ccccc2Cl)CC1)c1cccc(F)c1
  u | x
COc1cc(/C=C/c2nc3ccccc3c(=O)[nH]2)cc(OC)c1OC
  14.7% | -2.8
CCOc1ccc(NC(=O)n2ncc3c(C)cccc32)cc1
  -12.8% | 19.8
Cc1cc(=O)n2nc(N3CCCC(C(=O)NC4CCCCC4C)C3)sc2n1 (stereo not given)
  u | x
O=[N+]([O-])c1ccc(N2CCN(Cc3ccccc3)CC2)c(S(=O)(=O)N2CCOCC2)c1
  -9.6% | -1.5
COc1ccc(CN2C(=O)CS/C2=N/N=C/c2ccccc2)cc1
  -4.4% | 23.0
CCOC(=O)C1CCCN(C(c2ccccn2)c2c(C)[nH]c3ccccc23)C1 (stereo not given)
  u | x
NNc1nc2c(-c3ccc(F)cc3)nnn2c2ccccc12
  u | x
CC(=O)c1ccc(NC(=S)NNC(=O)c2ccncc2)cc1
  5.6% | 15.0
Cc1ccc(C(=O)N2CCN(c3ccc(NC(=S)NC(=O)Cc4ccccc4)cc3)CC2)cc1
  u | x

# Reformatted: entries from further up
Compound,Lipid storage S3,Lipid storage S3 cell count max
CC(=O)c1cccc(NC(=O)CCc2nnc3ccc(N4CCOCC4)nn23)c1,i,-14.1
O=[N+]([O-])c1c(NCCCO)cc(SCc2ccco2)c2nonc12,u,x
COc1ccc(S(=O)(=O)NCC2CCC(C(=O)O)CC2)cc1 (stereo not given),5.1%,20.9
O=C(NC1CCN(C(=O)Nc2ccccc2Cl)CC1)c1cccc(F)c1,u,x
COc1cc(/C=C/c2nc3ccccc3c(=O)[nH]2)cc(OC)c1OC,14.7%,-2.8
CCOc1ccc(NC(=O)n2ncc3c(C)cccc32)cc1,-12.8%,19.8
Cc1cc(=O)n2nc(N3CCCC(C(=O)NC4CCCCC4C)C3)sc2n1 (stereo not given),u,x

# (continued)
# Values run as follows: Lipid storage S3 | Lipid storage S3 cell count max
Clc1ccc(CSc2nnnn2-c2ccc3c(c2)OCO3)c(Cl)c1
  u | x
CCC1C(=O)CC(c2ccc([N+](=O)[O-])cc2)NC1c1ccc([N+](=O)[O-])cc1 (stereo not given)
  13.1% | 2.0
Cn1c(=N)c(S(=O)(=O)c2ccc(F)cc2)cc2c(=O)n3ccccc3nc21
  u | x
CCN(CCCNC(=O)CC(C(=O)N1CCc2ccccc21)n1ccnc1)c1ccccc1 (stereo not given)
  u | x
Cc1noc(C)c1CSCC(=O)N(C)CC(=O)Nc1cccc(F)c1
  22.1% | 10.0
CCc1ccc(-c2nc(CSCC(=O)NC3CC3)c(C)o2)cc1
  i | x
Cc1ccc(C)c(NC(=S)N(C)C)c1
  -13.3% | -1.3
COc1ccc(C(=O)N/C(=C\c2cccc3ccccc23)C(=O)N2CCN(C)CC2)cc1
  u | x
Cc1ccc2nc(NC(=O)CSCC(=O)OCC(=O)c3ccccc3)sc2c1
  u | x
CCCCOC(=O)CSc1nc2c(c(=O)[nH]c(=O)n2C)n1C/C=C(\C)Cl
  3.9% | -0.1
Cc1nn(Cc2c(Cl)cccc2Cl)c(Cl)c1/C=N/NC(=O)c1cccnc1
  u | x
CCC(Oc1ccc(C)cc1)C(=O)Nc1ccc(S(=O)(=O)Nc2nccs2)cc1 (stereo not given)
  i | -13.5
CCCC(=O)C1=C(N2CCCC2)CC(C)(C)C(C(=O)OC)C1=O (stereo not given)
  u | x
COc1nc(-c2cccs2)cc(-c2ccc(C)cc2)c1C#N
  -5.3% | 1.2
CCCCN(C(=O)c1cc2c(s1)CCCCC2)c1c(N)n(CC(C)C)c(=O)[nH]c1=O
  u | x
N#Cc1c2n(c3c(=O)n(Cc4ccccc4)cnc13)CCCC2
  u | x
CCCc1ccc(OCC(=O)O)cc1
  u | x
Cc1nc(-c2ccc3c(c2)OCO3)cs1
  1.5% | 1.0
Cc1noc(C)c1COc1cccc(C(=O)Oc2ccc3c(c2)OCO3)c1
  22.1% | 12.8
COc1ccc(N2C(=O)CC(NNC(=O)c3cccnc3)C2=O)cc1 (stereo not given)
  0.5% | 0.7
O=C(Nc1ccc(S(=O)(=O)Nc2nccs2)cc1)c1cnc(Cl)c(Cl)c1
  u | x
CCC(C)c1ccccc1N=Cc1ccc2c(c1)OCO2 (stereo not given)
  i | -11.4
O=c1c([N+](=O)[O-])c(N2CCOCC2)c2ccccc2n1-c1ccccc1
  14.5% | 8.5
CC12CCC(C(=O)NCC3CCCO3)(OC1=O)C2(C)C (stereo not given)
  u | x
O=C(O)CSC1c2ccccc2C(=O)N1Cc1ccccc1 (stereo not given)
  11.0% | -11.8
COC(=O)C(Cc1ccccc1)NC(=O)CNC(=O)c1ccccc1OC (stereo not given)
  u | x
COc1ccc(NC(=O)c2cc3c(Cl)nc4ccccc4c3s2)cc1OC
  u | x
O=C(Nc1ccc(-c2nc3ccccc3[nH]2)cc1)c1ccco1
  u | x
COc1ccc(CC2CC(=O)N(c3ccc(C)cc3)C2=O)cc1 (stereo not given)
  -21.6% | 15.2
O=C(CSc1nnnn1-c1cccnc1)NCc1cccs1
  u | x
Cc1nc(-c2ccc(S(=O)(=O)N3CCCCCC3)cc2)cs1
  u | x
Nc1ncnc2c1ncn2C1CCCO1 (stereo not given)
  -7.9% | -20.5
c1ccc(OCCCN2CCCC2)cc1
  -0.6% | -10.4
C=CCSc1nc2ccccc2n1C(=O)/C=C/c1ccc(OC)c(OC)c1
  u | x
Cc1c(NC(=S)Nc2ccc(Cl)cc2)c(=O)n(-c2ccccc2)n1C
  u | x
CN1CCN(c2ccc(S(=O)(=O)N3CCOCC3)cc2NC(=O)COc2ccc(F)cc2Cl)CC1
  u | x
Cc1ccc(/C([O-])=C(/C(=S)Nc2ccc(SC(F)F)cc2)[n+]2ccccc2)cc1[N+](=O)[O-]
  u | x
COc1ccc(NC(=O)c2cc3cccc(OC)c3oc2=Nc2ccc(C(=O)O)cc2)cc1OC
  5.1% | 10.0
Cc1ccc(NS(=O)(=O)c2cc(-c3n[nH]c(=O)c4ccccc34)ccc2C)cc1
  u | x
O=c1c2ccccc2cnn1-c1ccc2ccccc2c1
  i | 24.6
Cc1ccc(C(=O)Nc2ccc(Br)c(C(F)(F)F)c2)cc1
  -13.7% | x
CC(=O)Nc1ccc(S(=O)(=O)N(C)CC(=O)OCC(=O)N2CCCC2=O)cc1
  u | x
NC(=O)c1c(N)sc(=S)n1CC1CCCO1 (stereo not given)
  u | x
CC1(C)CC(=O)C=C(C(=O)N2CCCC(CCC(=O)NCc3ccccc3F)C2)O1 (stereo not given)
  -9.7% | -12.2
CCOC(=O)C1=CN(c2cccc(F)c2)C=C(C(=O)OCC)C1c1cc(OC)c(O)c([N+](=O)[O-])c1
  i | x
CCOC(=O)c1c(N)sc(C(=O)Nc2ccccc2F)c1C
  u | x
COc1cccc(C(=O)N2CCC(N3CC(C)OC(C)C3)CC2)c1 (stereo not given)
  3.2% | x
Cc1cc(C)nc(SCc2nnc(SCC(=O)Nc3ccc(C)c(C)c3)n2Cc2ccco2)n1
  i | 6.5
CCC(NC(=O)C1(C)CC1(Br)Br)c1ccc(C)cc1 (stereo not given)
  -3.7% | -21.3
COc1ccc(CCn2c(=S)[nH]c3cc(C(=O)N4CCOCC4)ccc3c2=O)cc1OC
  4.1% | 9.5
CCCCCn1c(=NC(=O)c2ccco2)c(C(=O)OCC)cc2c(=O)n3ccccc3nc21
  u | x
CC(=O)Nc1ccc2c(c1)CCCC2=O
  -7.7% | x
COC(=O)c1ccc(C(NC(=O)OCc2ccccc2)/C(F)=C/[C@@H](C)C(=O)NCc2ccc(OC)c(OC)c2)cc1 (stereo not given in full)
  u | x
COc1ccc(CC(=O)O/N=C(\N)c2cccc([N+](=O)[O-])c2)cc1
  10.5% | 1.8
CCc1nnc(NC(=O)c2ccc(S(=O)(=O)N(C)c3ccccc3)cc2)o1
  -7.9% | -9.6
Cc1ccc(CNC(=O)C2CCN(S(=O)(=O)c3c(C)noc3/C=C/N(C)C)CC2)cc1
  u | x
O=C(NC(=O)c1ccccc1)Nc1ccc(Cl)cn1
  u | x
COC(=O)c1ccc(C)c(NC(=S)NCc2ccc(Cl)cc2)c1
  -1.7% | -0.1
CCCCn1c(N)c(N(Cc2ccccc2OC)C(=O)CCSC)c(=O)[nH]c1=O
  u | x
Cn1ccnc1C(O)(c1nnc(-c2ccccc2)o1)C(F)(F)F (stereo not given)
  u | x

# The list continues:
# Values run as follows: Lipid storage S3 | Lipid storage S3 cell count max
CCCc1cc(=O)[nH]c(SCCOc2ccc(Cl)cc2)n1
  u | x
CC1CCN(C(=O)CNC(=O)CNS(=O)(=O)c2ccccc2)CC1
  u | x
COc1cccc(NC(=O)CN(C)S(=O)(=O)c2ccc3c(c2)n(C)c(=O)c(=O)n3C)c1
  i | -15.3
CC(CN1CCCCC1)c1ccccc1 (stereo not given)
  u | x
Cc1cccc(C)c1NC(=O)CN(C)C(=O)c1cccc(-n2cccc2)c1
  9.6%[0.0737 µM] | x
Cc1ccc(C(NC(N)=O)c2ccccc2C)cc1 (stereo not given)
  i | 13.6
CCOC(=O)C1=C(C)Nc2nc(SCC(=O)OC)nn2C1c1cc(F)cc(F)c1 (stereo not given)
  14.9% | 11.6
CCOc1ccc(CCNC(=O)c2cccc3c2C(=O)N(CCOC)C3)cc1OCC
  u | x
OCCC1CN(Cc2nc3c(s2)CCCC3)CCN1CCc1ccccc1 (stereo not given)
  u | x
CCOc1ccc(-c2nc(S(=O)(=O)c3ccccc3)c(NCc3cccnc3)o2)cc1
  u | x
COc1ccc(C(=O)Nc2ccc(Cl)cc2C(=O)NCc2ccco2)cc1
  -13.9% | x
CC1CC1C(=O)OCC(=O)Nc1cccc(Br)c1 (stereo not given)
  u | x
CCOC(=O)NC(c1ccc(C(C)C)cc1)C(Cl)(Cl)Cl (stereo not given)
  u | x
COc1ccc(CCNC(=O)COc2cccc3c2OC(C)(C)C3)cc1OC
  u | x
O=C(NCc1cccs1)C1CC1
  -15.6% | 5.9
Cc1ccc(C)c(NC(=S)Nc2cccnc2)c1
  0.2% | -2.3
CCOCc1[nH]c(=S)[nH]c(=O)c1Cc1ccc(OCC)cc1
  -24.1% | 9.4
COc1ccc2[nH]c3c(=O)n(/N=C/c4ccc(OC)c(CN5CCCC5)c4)c(C)nc3c2c1
  4.7% | 7.2
Cc1occc1C(=O)N(Cc1nc(-c2ccccc2)no1)C(C)C
  i | 12.2
Cc1cccc(-c2cc(N)n(-c3ccccc3)n2)c1
  2.1% | -8.4
COc1ccc(CCNC(=O)CN(C)S(=O)(=O)c2ccc(OC)cc2)cc1
  u | x
CC(=O)Nc1cccc(NC(=O)CSc2nc(=O)n(CCCN3CCOCC3)c3c2CCC3)c1
  i | -0.3
O=Cc1cnc(N2CCN(c3ccccc3)CC2)s1
  2.5% | 15.2
CCC/C=N/NC(=O)c1ccc(F)cc1
  u | x
Cc1ccc(S(=O)(=O)Oc2ccccc2/C=N/Nc2ccc(C(=O)O)cc2)cc1
  0.6% | 3.9
O=C(CN1C(=O)C2CC=CCC2C1=O)OCCN1C(=O)c2ccccc2C1=O (stereo not given)
  20.4% | 1.5
COc1cc(/C=C2\SC(=S)N(C(Cc3ccccc3)C(=O)O)C2=O)ccc1O (stereo not given)
  u | x
CCCCNC(=O)COC(=O)c1cc(Br)ccc1Cl
  -13.0% | -8.1
C=C(C)C(=O)N1CC2(CC(c3cccc(NC(=O)/C=C\C)c3)=NO2)C[C@H]1C(N)=O (stereo not given in full)
  -1.4% | -0.5
O=C1CCCCC1Sc1nnc(Nc2ccccc2)s1 (stereo not given)
  u | x
C/C(=N\NC(=O)c1c(Br)c(C)nn1C)c1cccc(NC(=O)c2ccccc2F)c1
  u | x
Cn1c(=O)c(C(=O)CN2CCCCCC2)c(N)n(Cc2ccccc2)c1=O
  u | x
CCOC(=O)CCP(=O)(O)C(O)c1ccccc1 (stereo not given)
  u | x
COc1cccc(C(=O)NCCCn2ccnc2)c1
  u | x
O=C(CSc1nnnn1C1CC1)Nc1ccc(S(=O)(=O)N2CCOCC2)cc1
  -9.2% | -4.4
COC(=O)CN1C(=O)NC2(CCCc3ccccc32)C1=O (stereo not given)
  -10.4% | 1.1
CC(C)[C@@H](C(=O)N[C@@H](Cc1ccccc1)C(=O)O)N1C(=O)N2CCc3c([nH]c4ccccc34)[C@@]2(C)C1=O
  2.2% | -12.3
c1nc(N2CCC3(CC2)OCCO3)c2[nH]cnc2n1
  -1.5% | 17.5

# Bioassay records: PubChem, National Center for Advancing Translational Sciences (NCATS)
